TROY NFkB inh: inhibitors of TROY-dependent NF-kB signaling; Q293 LMP1-TROYcd NF-kB luciferase reporter, 4 h; inhibition, % at 10 µM; hit rate 0.98% among 360,000;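 active = compounds whose plate-normalised and pattern-corrected inhibition of the luciferase reporter signal at the single screening dose is 50% or more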
NCOA2 inhibitor: inhibits human steroid receptor coactivator 2; Q15596; HEK293 GAL4-SRC2 luciferase reporter, luminescence; inhibition, % at 9 µM; hit rate 0.17% among 370,000; AID 651957;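 active = inhibition above the mean inhibition of all tested compounds plus 3 SD, set per campaign, cut at about 52% in these data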;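 note: 0% = DMSO treated cells and 100% = cells given Gossypol at 36 µM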
TLR9-MyD88 inh: TLR9-MyD88 interaction inhibition; Q9NR96+Q99836; CHO BLA complementation TLR9-MyD88, CCF4 FRET ratio; inhibition, % at 4.98 µM; hit rate 0.21% among 340,000;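 active = inhibition above the mean over all tested compounds plus 3 SD, cut at about 21% in these data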;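 note: 0% = DMSO only wells and 100% = clavulanate BLA inhibitor control wells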
NR2F2 inh: inhibitors of human COUP-TFII (NR2F2). AID 686940. HEK293T NGFI-A luciferase reporter, luminescence. hit rate 0.7% among 370,000. inhibition, % at 8.6 µM. P24468;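 active = inhibition above a per-plate cutoff, mean inhibition of test wells between control levels plus 3 SD, cut at about 38% in these data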;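 note: cells cotransfected with COUP-TFII expression vector driving the NGFI-A reporter; 0% = median of COUP-TF2 test wells and 100% = reporter-only cells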
TWEAK-Fn14 inh: TWEAK-Fn14 signaling inhibition. hit rate 2% among 360,000. inhibition, % at 10 µM. TWEAK-stimulated Fn14 reporter cells, luciferase luminescence, 8 h; in the data active = inhibition above about 50%
SRC1 inh: inhibitors of human steroid receptor coactivator 1 (SRC1); HEK293 GAL4-SRC1 luciferase reporter, luminescence; inhibition, % at 3.6 µM; hit rate 0.12% among 360,000; AID 588354;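 active = inhibition above the campaign mean plus 3 SD, with each screening campaign given its own cutoff, cut at about 60% in these data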;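 note: 0% = DMSO treated cells and 100% = gossypol at 36 µM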
Target sequence (Q15788 whole entry, looked up, the tested form may be a part): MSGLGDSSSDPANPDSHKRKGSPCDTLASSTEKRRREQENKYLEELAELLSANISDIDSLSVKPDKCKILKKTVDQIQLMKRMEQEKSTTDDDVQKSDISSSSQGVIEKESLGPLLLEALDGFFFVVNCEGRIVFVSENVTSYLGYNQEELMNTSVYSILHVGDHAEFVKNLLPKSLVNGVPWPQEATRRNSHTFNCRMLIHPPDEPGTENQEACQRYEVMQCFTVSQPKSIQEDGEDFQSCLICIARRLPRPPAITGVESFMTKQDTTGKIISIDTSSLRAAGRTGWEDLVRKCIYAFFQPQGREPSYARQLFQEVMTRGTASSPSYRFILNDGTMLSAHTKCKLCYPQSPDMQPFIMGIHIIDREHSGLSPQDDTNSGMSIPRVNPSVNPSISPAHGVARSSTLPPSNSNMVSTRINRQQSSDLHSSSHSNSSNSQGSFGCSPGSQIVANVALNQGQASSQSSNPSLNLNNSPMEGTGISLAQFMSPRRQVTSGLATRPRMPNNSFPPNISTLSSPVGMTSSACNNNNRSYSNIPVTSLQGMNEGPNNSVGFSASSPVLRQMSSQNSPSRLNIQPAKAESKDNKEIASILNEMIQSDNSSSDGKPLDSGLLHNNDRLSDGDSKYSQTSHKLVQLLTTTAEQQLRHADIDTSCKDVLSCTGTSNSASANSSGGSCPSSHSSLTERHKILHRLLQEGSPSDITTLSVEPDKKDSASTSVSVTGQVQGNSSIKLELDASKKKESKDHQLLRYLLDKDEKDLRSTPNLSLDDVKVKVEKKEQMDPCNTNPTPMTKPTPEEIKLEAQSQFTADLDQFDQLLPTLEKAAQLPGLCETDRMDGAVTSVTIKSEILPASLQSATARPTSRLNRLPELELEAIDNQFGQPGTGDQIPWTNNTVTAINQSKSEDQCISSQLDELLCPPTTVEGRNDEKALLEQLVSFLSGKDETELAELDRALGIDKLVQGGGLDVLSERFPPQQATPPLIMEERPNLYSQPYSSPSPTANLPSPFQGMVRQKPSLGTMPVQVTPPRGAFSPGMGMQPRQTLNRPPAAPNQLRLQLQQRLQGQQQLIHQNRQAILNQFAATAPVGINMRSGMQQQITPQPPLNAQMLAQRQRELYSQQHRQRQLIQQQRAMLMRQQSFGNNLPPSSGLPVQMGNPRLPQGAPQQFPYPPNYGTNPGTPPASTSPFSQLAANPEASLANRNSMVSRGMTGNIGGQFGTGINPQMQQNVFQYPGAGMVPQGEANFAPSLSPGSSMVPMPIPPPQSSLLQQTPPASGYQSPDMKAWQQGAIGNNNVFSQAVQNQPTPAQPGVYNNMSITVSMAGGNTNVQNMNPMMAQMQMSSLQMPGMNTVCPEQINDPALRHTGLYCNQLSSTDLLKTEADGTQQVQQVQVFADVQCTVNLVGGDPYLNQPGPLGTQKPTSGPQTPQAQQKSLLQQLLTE
SRC3 inh: inhibitors of human steroid receptor coactivator 3 (SRC3). Q9Y6Q9. HEK293 GAL4-SRC3 luciferase reporter, luminescence. inhibition, % at 3.6 µM. hit rate 0.17% among 360,000;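 active = inhibition above a per-campaign cutoff, the mean of all compounds plus 3 SD, cut at about 60% in these data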;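 note: 0% = DMSO-treated cells and 100% = gossypol-treated cells at 36 µM; higher means less SRC3-driven luciferase light from the GAL4 reporter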
ABHD5-PLIN5 inh: ABHD5-PLIN5 protein interaction inhibition; hit rate 0.78% among 360,000; Split G. princeps luciferase complementation, luminescence, 4 h; inhibition, % at 4 µM;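 active = inhibition above the mean inhibition across every tested compound plus 3 SD, cut at about 22% in these data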;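 note: 0% = DMSO only wells and the 100% control is not disclosed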
NOD2-RIPK2 inh: blocks binding of human NOD2 to RIPK2; hit rate 0.38% among 360,000; AID 624267; CHO BLA complementation NOD2-RIPK2, CCF4 ratio; O43353; inhibition, % at 4.98 µM; in the data active = inhibition above about 21%;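 note: 0% = vehicle only and 100% = reference blocker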
LRH-1 inv ag: suppresses constitutive activity of human LRH-1; HEK293T StAR-luciferase reporter, LRH-1 transfected, 24 h; inhibition, % at 3.6 µM; hit rate 0.13% among 360,000;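 active = inhibition above the mean inhibition of all tested compounds plus 3 SD, cut at about 73% in these data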;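 note: 0% = DMSO wells and 100% = reporter-only cells lacking LRH-1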
Exocytosis inh: blocks lytic granule exocytosis; inhibition, % at 10 µM; AID 651702; hit rate 0.66% among 360,000; TALL-104 LAMP-1 surface exposure, flow cytometry; cells stimulated with thapsigargin and PMA;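 active = inhibition above about 55%, limit read from the data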
* marks the source's active call; other numbers are inactive results. Not all compounds are listed; count on the stated rates, not on these rows.

Screening CCOc1ccc(NC(=O)CC2C(=O)N(c3ccccc3)C(=S)N2Cc2ccccn2)cc1 (stereo not given) returned TROY NFkB inh -5, NCOA2 inhibitor -3, TLR9-MyD88 inh -8, NR2F2 inh 10, TWEAK-Fn14 inh 24, SRC1 inh 7, SRC3 inh 2, ABHD5-PLIN5 inh 3, NOD2-RIPK2 inh -1, LRH-1 inv ag -19 and Exocytosis inh 3.
For Cc1ccc(O)c(C(=O)c2cc(C(=O)NCCc3ccccc3)c(=O)n(CCc3ccccc3)c2)c1 the results were TROY NFkB inh -14, NCOA2 inhibitor -7, TLR9-MyD88 inh 2, NR2F2 inh 3, TWEAK-Fn14 inh 22, SRC1 inh -2, SRC3 inh 1, ABHD5-PLIN5 inh 1, NOD2-RIPK2 inh 4, LRH-1 inv ag 20 and Exocytosis inh 5.
`O=C(Cc1cccc2c(=O)cc(-c3ccccc3)oc12)OCCN1CCOCC1` gave TROY NFkB inh -7, NCOA2 inhibitor 12, NR2F2 inh 9, TWEAK-Fn14 inh -8, SRC1 inh 2, SRC3 inh 1, ABHD5-PLIN5 inh 2, NOD2-RIPK2 inh 3, LRH-1 inv ag 8 and Exocytosis inh 0.
`O=C(COc1ccccc1[N+](=O)[O-])c1ccccc1` gave TROY NFkB inh 7, NCOA2 inhibitor -9, TLR9-MyD88 inh 1, NR2F2 inh 9, TWEAK-Fn14 inh -4, SRC1 inh -45, SRC3 inh -6, ABHD5-PLIN5 inh -11, NOD2-RIPK2 inh -16, LRH-1 inv ag 10 and Exocytosis inh 13.
`Cc1cc(S(=O)(=O)N2CCCC(N3CCOCC3)C2)c(C)cc1Cl` (stereo not given) gave TROY NFkB inh -10, NCOA2 inhibitor -15, TLR9-MyD88 inh -3, NR2F2 inh 18, TWEAK-Fn14 inh 22, SRC1 inh 14, SRC3 inh 15, ABHD5-PLIN5 inh -6, NOD2-RIPK2 inh 9, LRH-1 inv ag -3 and Exocytosis inh -10.
C/C(=C/c1ccccc1)C(=O)N1CC(C)OC(C)C1 (stereo not given) was read as TROY NFkB inh 18, NCOA2 inhibitor -21, TLR9-MyD88 inh -2, NR2F2 inh -4, TWEAK-Fn14 inh -30, SRC1 inh -9, SRC3 inh 6, ABHD5-PLIN5 inh 1, NOD2-RIPK2 inh -1, LRH-1 inv ag 2 and Exocytosis inh 1.
Screening O=C(COC(=O)c1ccc[nH]c1=O)NCCc1ccc(F)cc1 returned TROY NFkB inh 6, NCOA2 inhibitor -4, TLR9-MyD88 inh 4, NR2F2 inh 4, TWEAK-Fn14 inh 15, SRC1 inh 6, SRC3 inh 17, ABHD5-PLIN5 inh 0, NOD2-RIPK2 inh -9, LRH-1 inv ag -1 and Exocytosis inh 0.
For Cc1cc(=O)[nH]c2c1c(-c1ccccc1)nn2C the results were TROY NFkB inh 2, NCOA2 inhibitor 8, TLR9-MyD88 inh 7, NR2F2 inh -9, TWEAK-Fn14 inh 5, SRC1 inh -2, SRC3 inh 3, ABHD5-PLIN5 inh -5, NOD2-RIPK2 inh 12, LRH-1 inv ag 11 and Exocytosis inh -4.
COc1ccccc1OCCCOc1c(C)cc(C)cc1Br was read as TROY NFkB inh -19, NCOA2 inhibitor -2, TLR9-MyD88 inh 5, NR2F2 inh 1, TWEAK-Fn14 inh -24, SRC1 inh 2, SRC3 inh 2, ABHD5-PLIN5 inh -11, NOD2-RIPK2 inh -7, LRH-1 inv ag -11 and Exocytosis inh -4.
For O=C(COC(=O)C1=Cc2ccccc2OC1)NCc1ccccc1 the results were TROY NFkB inh -33, NCOA2 inhibitor -17, TLR9-MyD88 inh -8, NR2F2 inh 3, TWEAK-Fn14 inh -7, SRC1 inh -8, SRC3 inh 20, ABHD5-PLIN5 inh 1, NOD2-RIPK2 inh 2, LRH-1 inv ag 12 and Exocytosis inh -2.
Screening Cc1ccn2cc(-c3cccc(NS(C)(=O)=O)c3)nc2c1 returned TROY NFkB inh -28, NCOA2 inhibitor -46, TLR9-MyD88 inh -9, NR2F2 inh -29, TWEAK-Fn14 inh -25, SRC1 inh -84, SRC3 inh -77, ABHD5-PLIN5 inh 1, NOD2-RIPK2 inh -2, LRH-1 inv ag -83 and Exocytosis inh -1.
For Cc1ccccc1NC(=O)Cc1nc(COC(=O)c2ccc([N+](=O)[O-])cc2)cs1 the results were TROY NFkB inh -6, NCOA2 inhibitor -29, TLR9-MyD88 inh 11, NR2F2 inh 15, TWEAK-Fn14 inh 3, SRC1 inh 3, SRC3 inh 10, ABHD5-PLIN5 inh 17, NOD2-RIPK2 inh 0, LRH-1 inv ag -12 and Exocytosis inh 0.
Screening Cc1cnc(NC(=O)Cc2ccccc2Cl)s1 returned TROY NFkB inh 7, NCOA2 inhibitor 14, TLR9-MyD88 inh -7, NR2F2 inh 0, TWEAK-Fn14 inh 37, SRC1 inh -5, SRC3 inh 15, ABHD5-PLIN5 inh -3, NOD2-RIPK2 inh 1, LRH-1 inv ag -9 and Exocytosis inh -14.
For Cc1ccc(S(=O)(=O)N2CCSC2c2ccco2)cc1 (stereo not given) the results were TROY NFkB inh 21, NCOA2 inhibitor 5, TLR9-MyD88 inh 8, NR2F2 inh 12, TWEAK-Fn14 inh 17, SRC1 inh -9, SRC3 inh -7, ABHD5-PLIN5 inh -8, NOD2-RIPK2 inh 6, LRH-1 inv ag 0 and Exocytosis inh 0.
O=C(Nc1cnn(Cc2ccc(Cl)cc2)c1)C1CCCC1 was read as TROY NFkB inh -30, NCOA2 inhibitor 10, TLR9-MyD88 inh 6, NR2F2 inh 7, TWEAK-Fn14 inh -14, SRC1 inh -2, SRC3 inh 6, ABHD5-PLIN5 inh 0, NOD2-RIPK2 inh -1, LRH-1 inv ag 8 and Exocytosis inh 2.
Screening O=C(NC(=O)c1ccccc1)Nc1ccccc1 returned TROY NFkB inh 10, NCOA2 inhibitor -10, TLR9-MyD88 inh -4, NR2F2 inh -58, TWEAK-Fn14 inh 72*, SRC1 inh -64, SRC3 inh -64, ABHD5-PLIN5 inh 2, NOD2-RIPK2 inh -2, LRH-1 inv ag -110 and Exocytosis inh 2.
`Cc1ccc(C)c(-n2cc(CN3CCCN(C=O)CC3)c(-c3ccccc3)n2)c1` gave TROY NFkB inh -5, NCOA2 inhibitor -5, TLR9-MyD88 inh 7, NR2F2 inh -4, TWEAK-Fn14 inh -2, SRC1 inh 15, SRC3 inh 4, ABHD5-PLIN5 inh -1, NOD2-RIPK2 inh 1, LRH-1 inv ag 17 and Exocytosis inh -2.
O=C(C1CCC1)N1CCN(c2ccc(Cl)cc2)CC1 was read as TROY NFkB inh -26, NCOA2 inhibitor -7, TLR9-MyD88 inh -2, NR2F2 inh 21, TWEAK-Fn14 inh -18, SRC1 inh -12, SRC3 inh -11, ABHD5-PLIN5 inh -3, NOD2-RIPK2 inh -3, LRH-1 inv ag -10 and Exocytosis inh 1.
Screening CCOc1ccc2c(c1)sc(N)[n+]2Cc1cc(C)cc2cccnc12 returned TROY NFkB inh 29, NCOA2 inhibitor 18, TLR9-MyD88 inh 4, NR2F2 inh 9, TWEAK-Fn14 inh -6, SRC1 inh 14, SRC3 inh 29, ABHD5-PLIN5 inh 10, NOD2-RIPK2 inh 12, LRH-1 inv ag 46 and Exocytosis inh 5.
Cc1nc(N)nc(C)c1Cc1ccccc1 was read as TROY NFkB inh 11, NCOA2 inhibitor -24, TLR9-MyD88 inh -5, NR2F2 inh 4, TWEAK-Fn14 inh -7, SRC1 inh -6, SRC3 inh 0, ABHD5-PLIN5 inh 0, NOD2-RIPK2 inh -1, LRH-1 inv ag -10 and Exocytosis inh -2.
For Cc1nn(-c2ccc(Cl)cc2)c2sc(C(=O)c3c(N)n(C)c(=O)n(C)c3=O)cc12 the results were TROY NFkB inh 12, NCOA2 inhibitor -2, TLR9-MyD88 inh -2, NR2F2 inh 2, TWEAK-Fn14 inh 2, SRC1 inh -16, SRC3 inh -33, ABHD5-PLIN5 inh -10, NOD2-RIPK2 inh -8, LRH-1 inv ag 2 and Exocytosis inh 3.
CC(=O)Oc1ccc2c(c1)O/C(=C\c1ccncc1)C2=O was read as TROY NFkB inh 0, TLR9-MyD88 inh 13, TWEAK-Fn14 inh 22, SRC1 inh -4, SRC3 inh 11, ABHD5-PLIN5 inh 11, NOD2-RIPK2 inh 31*, LRH-1 inv ag -8 and Exocytosis inh 4.
Screening Cc1ccc(C(=O)N(Cc2ccco2)c2c(N)n(Cc3ccccc3)c(=O)[nH]c2=O)cc1 returned TROY NFkB inh -4, NCOA2 inhibitor 4, TLR9-MyD88 inh 5, NR2F2 inh -7, TWEAK-Fn14 inh 17, SRC1 inh 0, SRC3 inh 0, ABHD5-PLIN5 inh 2, NOD2-RIPK2 inh 3, LRH-1 inv ag 11 and Exocytosis inh -1.
For CCC1CCCCN1CCCNC(=O)c1cc2c(Cl)nc3ccccc3c2s1 (stereo not given) the results were TROY NFkB inh -25, NCOA2 inhibitor -15, TLR9-MyD88 inh -4, NR2F2 inh -7, TWEAK-Fn14 inh -71, SRC1 inh 15, SRC3 inh -2, ABHD5-PLIN5 inh 18, NOD2-RIPK2 inh -7, LRH-1 inv ag -44 and Exocytosis inh 48.
For CNC(=O)CSc1nc2sccc2c(=O)n1-c1ccccc1 the results were TROY NFkB inh 2, NCOA2 inhibitor 9, TLR9-MyD88 inh 0, NR2F2 inh 3, TWEAK-Fn14 inh -7, SRC1 inh 9, SRC3 inh -2, ABHD5-PLIN5 inh -4, NOD2-RIPK2 inh -3, LRH-1 inv ag 35 and Exocytosis inh -5.
`CCCOC(=O)Nc1ccc(S(=O)(=O)Nc2ncccn2)cc1` gave TROY NFkB inh -5, NCOA2 inhibitor -12, TLR9-MyD88 inh 4, NR2F2 inh -1, TWEAK-Fn14 inh -3, SRC1 inh -18, SRC3 inh -1, ABHD5-PLIN5 inh -6, NOD2-RIPK2 inh -4, LRH-1 inv ag 11 and Exocytosis inh 0.

Filtered by structure, the compounds so far containing a thiophene ring, fused or not.
For Cc1nn(-c2ccc(Cl)cc2)c2sc(C(=O)c3c(N)n(C)c(=O)n(C)c3=O)cc12 the results were TROY NFkB inh 12, NCOA2 inhibitor -2, TLR9-MyD88 inh -2, NR2F2 inh 2, TWEAK-Fn14 inh 2, SRC1 inh -16, SRC3 inh -33, ABHD5-PLIN5 inh -10, NOD2-RIPK2 inh -8, LRH-1 inv ag 2 and Exocytosis inh 3.
For CCC1CCCCN1CCCNC(=O)c1cc2c(Cl)nc3ccccc3c2s1 (stereo not given) the results were TROY NFkB inh -25, NCOA2 inhibitor -15, TLR9-MyD88 inh -4, NR2F2 inh -7, TWEAK-Fn14 inh -71, SRC1 inh 15, SRC3 inh -2, ABHD5-PLIN5 inh 18, NOD2-RIPK2 inh -7, LRH-1 inv ag -44 and Exocytosis inh 48.
For CNC(=O)CSc1nc2sccc2c(=O)n1-c1ccccc1 the results were TROY NFkB inh 2, NCOA2 inhibitor 9, TLR9-MyD88 inh 0, NR2F2 inh 3, TWEAK-Fn14 inh -7, SRC1 inh 9, SRC3 inh -2, ABHD5-PLIN5 inh -4, NOD2-RIPK2 inh -3, LRH-1 inv ag 35 and Exocytosis inh -5.

High-throughput results: PubChem, several laboratories
